High-throughput results from PubChem BioAssay.
CHO-K1 Ca antag: counter-screen for M1 antagonists: effect in parental CHO-K1 cells; ATP-induced calcium, Fluo-8 fluorescence; inhibition, % at 3 µM; actives 0.6% (n = 360,000);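 active = inhibition above a per-plate cutoff, the plate's mean sample inhibition plus 3 SD, cut at about 24% in these data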;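 also: 0% = DMSO plus EC80 ATP and 100% = DMSO alone without ATP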
CHRM1 agonist: human M1 muscarinic receptor agonists, primary screen, Fluo-8 calcium fluorescence, CHO-K1 cells, HTS. Muscarinic acetylcholine receptor M1 (Homo sapiens), P11229. CHO-K1 hM1, agonist mode; 0% DMSO, 100% acetylcholine EC100. activation, % at 3 µM. actives 0.33% (n = 360,000);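 active = activation above the run's mean compound activation plus 3 SD, cut at about 16% in these data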;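 also: peak over basal fluorescence ratio within a 140 s kinetic read after compound addition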
Target sequence (P11229 whole entry, looked up): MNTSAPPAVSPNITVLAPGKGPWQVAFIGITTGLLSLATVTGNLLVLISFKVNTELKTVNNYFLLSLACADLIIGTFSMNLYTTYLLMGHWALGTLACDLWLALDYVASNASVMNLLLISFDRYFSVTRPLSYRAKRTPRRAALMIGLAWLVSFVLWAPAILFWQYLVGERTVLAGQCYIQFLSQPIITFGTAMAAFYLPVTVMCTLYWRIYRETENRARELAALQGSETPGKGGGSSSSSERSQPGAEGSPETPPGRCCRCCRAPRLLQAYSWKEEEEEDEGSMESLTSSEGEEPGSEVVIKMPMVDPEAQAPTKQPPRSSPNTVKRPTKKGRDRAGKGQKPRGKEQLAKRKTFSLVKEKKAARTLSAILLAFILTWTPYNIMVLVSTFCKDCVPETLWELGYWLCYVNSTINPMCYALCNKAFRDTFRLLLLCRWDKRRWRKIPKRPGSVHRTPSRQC
CHO-K1 Ca ag: counter-screen for M1 agonists: effect in parental CHO-K1 cells; actives 0.48% (n = 360,000); Fluo-8 calcium fluorescence; scaled to maximal ATP response, vehicle zero; activation, % at 3 µM; AID 602248, 2012; in the data active = activation above about 15%;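 also: untransfected CHO-K1 host cells lacking M1 receptor as counterscreen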
M1 antag: human M1 muscarinic receptor antagonists, primary screen, CHO-K1 cells, Fluo-8 calcium fluorescence, 1536-well; Muscarinic acetylcholine receptor M1 (Homo sapiens), P11229; actives 1.3% (n = 360,000); inhibition, % at 3 µM; CHO-K1 hM1, ACh EC80 antagonist; AID 588852, 2011;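 active = percent inhibition above its own plate's cutoff, namely the mean of that plate's compound wells plus 3 SD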;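 also: peak over basal fluorescence ratio during 140 s after agonist addition; 0% = ACh EC80 plus DMSO and 100% = DMSO alone without agonist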
OXTR potentiate: human OXTR potentiators, primary screen, fluorescence, CHO-OTR cells, Fluo-8 calcium; Oxytocin receptor (Homo sapiens), P30559; Fluo-8 calcium fluorescence, potentiator mode; 0% = oxytocin EC15, 100% = EC100; activation, % at 3 µM; actives 0.061% (n = 320,000); AID 2445, 2010;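 active = activation above that plate's cutoff, the mean activation of tested compounds plus 3 SD, cut at about 6.6% in these data, passing the limit was not always enough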;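 also: 100% uses oxytocin at 75 nM as the full agonist control; some results filed as inactive read as strong as hits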
Target sequence (P30559 whole entry, looked up): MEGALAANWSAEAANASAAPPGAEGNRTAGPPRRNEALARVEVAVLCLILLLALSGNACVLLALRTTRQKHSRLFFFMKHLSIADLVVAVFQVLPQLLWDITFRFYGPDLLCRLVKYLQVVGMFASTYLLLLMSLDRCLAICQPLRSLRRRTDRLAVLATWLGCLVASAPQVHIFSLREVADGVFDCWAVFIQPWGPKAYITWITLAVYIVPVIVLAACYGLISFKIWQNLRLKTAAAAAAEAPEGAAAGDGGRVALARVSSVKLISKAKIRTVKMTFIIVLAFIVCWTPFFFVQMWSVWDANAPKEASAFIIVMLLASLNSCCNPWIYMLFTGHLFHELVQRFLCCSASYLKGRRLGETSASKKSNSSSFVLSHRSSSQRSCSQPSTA
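Assay system: CHO-OTR cells, human receptor / Also added: oxytocin at about EC15, sub-maximal agonist stimulus / Dosing: single dose, 3.0 µM nominal final compound concentration / Incubation: 6 min pre-incubation, 100 s read / Technique: Fluo-8 calcium dye fluorescence / Read-out: % activation vs EC15 and EC100 oxytocin / Benchmarks: EC15 oxytocin low, 75 nM oxytocin high / Replicates: singlicate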
M4 antag: human M4 muscarinic receptor antagonists, primary screen, CHO cells, Fluo-8 calcium fluorescence; CHO-hM4 cells, ACh EC80; inhibition, % at 3 µM; Muscarinic acetylcholine receptor M4 (Homo sapiens), P08173; actives 0.73% (n = 360,000);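 active = inhibition above its plate's cutoff, the mean inhibition of sample wells plus 3 SD, cut at about 27% in these data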;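 also: 0% = acetylcholine EC80 with DMSO and 100% = DMSO without agonist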
CHRM1 PAM: human M1 muscarinic receptor positive allosteric modulators, primary screen, CHO-K1 cells, Fluo-8 calcium fluorescence, 1536-well | CHO-K1 hM1, ACh EC20; 0% = ACh EC20, 100% = maximal ACh | activation, % at 3 µM | actives 0.088% (n = 360,000) | Muscarinic acetylcholine receptor M1 (Homo sapiens), P11229; in the data active = activation above about 19%, passing the limit was not always enough
CHO parental Ca: ATP-evoked calcium signal inhibitors, parental CHO, primary screen, counter-screen for OX1R antagonist project, cell-based, fluorescence, Fluo-8 calcium dye; parental CHO-K1, ATP-induced calcium, Fluo-8 fluorescence; inhibition, % at 5.6 µM; actives 0.63% (n = 330,000);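 active = inhibition above that plate's mean sample inhibition plus 3 SD, cut at about 26% in these data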;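 also: 0% = ATP-challenged DMSO wells and 100% = DMSO wells without ATP; some compounds past the cut are filed as inactive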
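Test system: untransfected parental CHO cell line. Compound: one dose, 5.6 µM nominal. Detection: intracellular calcium via Fluo-8 no-wash fluorescent dye. Measure: % inhibition. Benchmarks: ATP-challenged DMSO wells low, unchallenged DMSO wells high.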
M4 ag: human M4 muscarinic receptor agonists, primary screen, CHO-K1 cells, Fluo-8 calcium fluorescence; Muscarinic acetylcholine receptor M4 (Homo sapiens), P08173; CHO-K1 hM4/Gqi5; vehicle 0%, full acetylcholine response 100%; activation, % at 3 µM; actives 0.14% (n = 360,000); AID 624127, 2012;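 active = activation above the run mean over all test wells plus 3 SD, cut at about 32% in these data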;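 also: peak over basal fluorescence ratio per well then scaled between controls; 0% = DMSO wells and 100% = acetylcholine at EC100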
An asterisk follows results filed as active; · = no result given.

SMILES	CHO-K1 Ca antag	CHRM1 agonist	CHO-K1 Ca ag	M1 antag	OXTR potentiate	M4 antag	CHRM1 PAM	CHO parental Ca	M4 ag
NC(=O)NC(Cc1ccccc1)C(=O)NCC1(N2CCCCC2)CCCCC1 (stereo not given)	-3	-5	0.1	1	-18	-1	3	-2	0
COC(=O)COc1ccc(S(=O)(=O)Nc2ccc(C(N)=O)cc2)cc1	-1	-5	0.5	5	4	3	-1	-5	0
CC(C)(C)C1CCC(OC(=O)c2ccncc2)CC1 (stereo not given)	-1	-2	0.2	-15	-5	8	14	-1	0
O=C(Nc1cc(C(F)(F)F)ccc1N1CCOCC1)c1cccc(F)c1	2	-1	0.0	-3	4	-4	9	-14	-1
Clc1ccc(-c2cc(COc3ccccc3)on2)cc1	2	1	-0.2	-5	-6	2	11	-8	-2
COc1ccccc1N1CCN(C(c2cccs2)C(C)NC(=O)c2ccco2)CC1 (stereo not given)	-7	-3	2.5	-9	-2	0	6	-14	3
CCC(CC)CN1CCC(CN2C(=O)C(=O)NC[C@@H]2[C@@H](C)CC)CC1	-5	-11	0.2	-7	·	0	2	·	0
Cc1nc(NC(=O)c2cc3c(C)nn(-c4ccccc4)c3s2)sc1C(=O)Nc1ccccc1	-12	-4	0.6	-13	-5	-10	11	-11	0
Cc1cc(C(=O)NN=C2CCCCC2)c2ccccc2n1	-1	-10	0.8	-2	-6	2	3	-11	1
O=C(CCc1ccccc1)NNC(=S)NC(=O)c1ccccc1	-7	10	2.0	5	-6	5	-5	-2	2
COc1ccc(Cc2noc(CN(C)CC3(N4CCOCC4)CCCCC3)n2)cc1OC	-11	-7	1.2	3	1	24	-1	-23	4
O=C(Nc1ccsc1C(=O)N1CCCCCC1)c1ccccc1	-4	-5	-0.1	-6	9	8	5	-17	-1
c1ccc(CSc2nnc3ccc(-c4ccco4)nn23)nc1	-1	-2	0.7	-8	-1	10	5	-11	-1
COC(=O)c1ccc(COc2c(F)c(F)cc(F)c2F)o1	-11	-6	0.0	-8	-9	-8	4	-4	0
COc1cccc(-n2nnc3c(=O)n(CC(=O)N4CCC(Cc5ccccc5)CC4)cnc32)c1	16	-5	0.3	3	-6	13	-3	-15	0
CC(C)c1ccc(NC(=O)c2cc(S(=O)(=O)N3CCCCC3)c[nH]2)cc1	1	-6	-0.3	-5	-8	8	1	4	0
COc1ccc(N(C(=O)c2cnccn2)C(C(=O)NCc2ccccc2)c2ccc(O)cc2)cc1 (stereo not given)	-19	-4	0.8	6	-2	8	2	-12	1
COc1ccc(N(Cc2cc3cccc(C)c3[nH]c2=O)S(C)(=O)=O)cc1	-10	-4	1.2	4	-6	-3	1	-7	0
O=C(COC(=O)c1ccc(S(=O)(=O)N2CCCC2)cc1)NCc1ccccc1	-8	-3	1.8	-8	0	-4	2	-14	3
CC(=O)c1cc2c(s1)-c1cc(F)ccc1OC2	-10	-7	0.7	-9	-3	-10	2	-10	1
Cc1ccc(S(C)=O)cc1-n1c(=O)n(Cc2ccccc2)c(=O)c2[nH]cnc21 (stereo not given)	-13	-1	0.8	-18	-8	0	15	-5	0
CCc1ccc(NC(=O)C2CCCN2C(=O)NC2CCCCC2)cc1 (stereo not given)	-15	1	-0.4	-12	-1	-24	19	1	1
CC1=C(C)C(c2ccccc2)NC(=S)N1 (stereo not given)	-2	-5	0.8	-8	1	-2	6	-10	1
CCOc1ccc(N=C2NC(=O)S/C2=C\c2ccc(OC)cc2)cc1	-8	-5	0.2	-12	-6	-4	14	-4	0
COC(=O)c1ccc2nc(-c3ccc(OC)c(OC)c3)c(Cc3ccccc3OC)n2c1	-23	-7	0.4	-25	·	-1	1	·	0
(listing goes on)
SMILES	CHO-K1 Ca antag	CHRM1 agonist	CHO-K1 Ca ag	M1 antag	OXTR potentiate	M4 antag	CHRM1 PAM	CHO parental Ca	M4 ag
Cc1cc(=O)[nH]c(NCCO)n1	-2	-5	0.1	4	-8	-5	-6	-7	1
Cc1ccsc1/C=N/NC(=O)c1ccc2ccccc2c1	-10	-3	0.3	-21	-2	0	15	-7	3
CC(=O)NC1(C(F)(F)F)NC(=O)N(c2ccc(F)cc2)C1=O (stereo not given)	-6	1	1.2	-1	2	-1	5	-3	0
Cc1ccc(CN2CC(C(=O)Nc3ccc(S(=O)(=O)N4CCCCC4)cc3)CC2=O)cc1 (stereo not given)	-3	0	0.6	-8	1	-8	22	-2	4
Cc1cc(SCC(=O)NC2CCCCC2)nc2ccccc12	-1	-8	0.1	4	0	-18	1	-10	0
COc1ccc(C(=O)NC2CC2)cc1OC1CCN(Cc2cc(C)c(C)cc2C)CC1	-4	-6	0.1	0	-4	-2	1	-29	1
Cc1cc(C)c(C(=O)O)c(Cl)n1	9	-1	1.8	6	-3	3	3	-1	11
COC(=O)/C(C#N)=C/c1ccc(N2CCOCC2)c([N+](=O)[O-])c1	-20	-2	2.7	-10	-5	-3	7	-10	3
Cc1cc(NC(=O)c2cccc3c2C(=O)N(C2CCCCC2)C3)ccc1Br	-8	4	0.0	-15	-19	1	12	5	1
Cc1cc(NC(=O)CSCC(=O)Nc2cc(Cl)ccc2N2CCN(C)CC2)no1	4	-9	0.0	8	-2	-9	-5	-17	0
CCCCn1c(N)c(N(CCOC)C(=O)c2ccc(Br)s2)c(=O)[nH]c1=O	-7	-3	1.2	-14	1	-6	9	-7	0
COC(=O)c1ccc(S(=O)(=O)NCCSc2nnc3c4ccccc4n(C)c3n2)cc1	-16	-12	1.1	16	-6	-1	-16	-12	1
CN[C@H](C)C(=O)NC[C@H]1O[C@@H](n2cc(C)c(=O)[nH]c2=O)C[C@@H]1O	4	-3	0.6	1	·	-5	-5	·	0
COC(=O)C(Cc1ccc(O)cc1)NC(=O)C(CC(=O)OC(C)(C)C)NC(=O)OC(C)(C)C (stereo not given)	0	-4	0.3	11	-8	-3	-6	14	1
CCOC(=O)/C(O)=C(\C#N)c1nc2ccccc2[nH]1	1	-3	0.3	-3	-4	15	4	-17	1
CN1CCC(=C(c2ccc(Cl)cc2)c2ccccn2)CC1	-6	-9	4.7	32	-4	21	-22	-9	1
CC(C)CCn1c(SCC#N)nc2c(sc3ccccc32)c1=O	-5	-3	0.5	-12	-10	-4	8	-10	0
COc1cc(NC(=O)c2cc(C)no2)cc(OC)c1OC	7	1	-0.1	-2	-2	2	4	-8	1
O=C(Nc1ccc(N2CCCC2)c(Cl)c1)c1ccc(Br)o1	-7	-8	1.2	24	-5	12	-14	-14	2
O=C(CN1CCC(NC(=O)C2CCCCC2)CC1)Nc1cccc(F)c1	-3	-5	0.6	3	·	8	1	·	2
O=C(NCc1ccco1)c1cnn2c(C(F)(F)F)cc(-c3ccco3)nc12	0	-3	0.3	-9	-9	8	3	-15	1
CN(C)c1oc(-c2cccs2)nc1C#N	1	-4	-0.7	-13	-5	-11	2	0	1
CCC1=[N+](C)CCn2c(C)ccc21	-8	-5	1.1	-12	-8	11	9	-2	1
O=C(O)CN1C(=O)/C(=C\c2cccc(OCc3ccc(Cl)cc3Cl)c2)SC1=S	-3	-7	0.3	-23	·	-2	14	·	1
O=C(COC(=O)CCS(=O)(=O)c1ccc(Cl)cc1)Nc1ncc(Cl)cc1Cl	-2	-1	0.0	2	-7	7	14	-5	0

Of the compounds above, 8 have a thiophene ring, fused or not.
SMILES	CHO-K1 Ca antag	CHRM1 agonist	CHO-K1 Ca ag	M1 antag	OXTR potentiate	M4 antag	CHRM1 PAM	CHO parental Ca	M4 ag
COc1ccccc1N1CCN(C(c2cccs2)C(C)NC(=O)c2ccco2)CC1 (stereo not given)	-7	-3	2.5	-9	-2	0	6	-14	3
Cc1nc(NC(=O)c2cc3c(C)nn(-c4ccccc4)c3s2)sc1C(=O)Nc1ccccc1	-12	-4	0.6	-13	-5	-10	11	-11	0
O=C(Nc1ccsc1C(=O)N1CCCCCC1)c1ccccc1	-4	-5	-0.1	-6	9	8	5	-17	-1
CC(=O)c1cc2c(s1)-c1cc(F)ccc1OC2	-10	-7	0.7	-9	-3	-10	2	-10	1
Cc1ccsc1/C=N/NC(=O)c1ccc2ccccc2c1	-10	-3	0.3	-21	-2	0	15	-7	3
CCCCn1c(N)c(N(CCOC)C(=O)c2ccc(Br)s2)c(=O)[nH]c1=O	-7	-3	1.2	-14	1	-6	9	-7	0
CC(C)CCn1c(SCC#N)nc2c(sc3ccccc32)c1=O	-5	-3	0.5	-12	-10	-4	8	-10	0
CN(C)c1oc(-c2cccs2)nc1C#N	1	-4	-0.7	-13	-5	-11	2	0	1

Remaining list, next part
SMILES	CHO-K1 Ca antag	CHRM1 agonist	CHO-K1 Ca ag	M1 antag	OXTR potentiate	M4 antag	CHRM1 PAM	CHO parental Ca	M4 ag
CCOC(=O)c1c(NC(=O)COC(=O)c2ccc(S(=O)(=O)C(F)F)cc2)sc(C(=O)N(C)C)c1C	9	0	2.6	-16	·	-30	4	·	10
N#Cc1ccc(S(=O)(=O)N2CCN(CC(=O)Nc3ccccc3C(=O)NC3CC3)CC2)cc1	1	1	3.4	14	-11	-5	-7	-11	11
Cc1nnc(NC(=O)Cn2c(=O)sc3ccccc32)s1	1	-4	1.0	0	-1	-1	2	0	0
COc1ccc(C=C2C(=O)c3ccccc3C2=O)cc1O	-2	-8	7.4	4	1	-3	10	-14	1
COC(=O)Cn1c2c(c3cc(C)ccc31)CCCC2NC(C)c1ccccc1 (stereo not given)	21	-3	0.0	-1	0	5	0	-39	0
Nc1c(C(=O)O)sc2nc(-c3ccccc3)cc(-c3ccccc3)c12	-7	-2	0.9	-10	-9	-5	6	-9	1
